miR122 inh: blocks miR-122 activity in Huh7 sensor cells | 340,000 tested, 0.3% active | Huh7 miR-122 Renilla luciferase sensor, 48 h; neutral wells = 0, positive control = 100 | activation (reporter increase), % at 12.5 µM;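 active means mean replicate activation score at least 90 and every replicate individually at or above 90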;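 further: higher luciferase means less miR-122 activity so hits act as miR-122 inhibitors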
FN deposit inh: fibronectin deposition inhibition. AH1F fibroblasts, Alexa488-fibronectin deposition fluorescence, overnight. inhibition, % at 12.6 µM. 350,000 tested, 0.086% active;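 active means mean inhibition across replicates of 30% or more, regardless of how many single replicates reach that level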;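 further: positive control wells lacked labelled fibronectin entirely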
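Material: AH1F fibroblast monolayer depositing Alexa488-labelled fibronectin into matrix | Input: 10000 AH1F cells/well | Medium: DMEM plus 2% serum, read in PBS | Reagent: Alexa488-fibronectin, 24 nM final in well | Compound dosing: One dose per compound, pinned | Schedule: 1 h adhesion, overnight exposure | Measured by: Fluorescence at 485 nm excitation, 525 nm emission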
The depositor's hits bear a star. An excerpt; rates above refer to the full screens.

SMILES	miR122 inh	FN deposit inh
OCCNc1nc(N2CCN(Cc3ccccc3)CC2)nc2ccccc12	3	-3
CC(=O)Nc1cc(-c2nn(CC(=O)N3CCCCC3)c(=O)c3ccccc23)ccc1N1CCOCC1	0	-2
Cn1c(=O)c2c(nc(NCC3CCCO3)n2C)n(C)c1=O (configuration not stated)	-3	15
O=C(Nc1ccccc1N1CCN(C(=O)c2ccc(Cl)cc2)CC1)c1cc2ccccc2o1	9	-4
CCOC(=O)c1c(-c2ccc(OC)cc2)nc2nonc2c1N	0	-7
O=C(NCCCN1CCCCCC1)C1CC(=O)N(C2CCCC2)C1 (configuration not stated)	-7	-4
CCC(Sc1nc2ccc(N)cc2s1)C(=O)Nc1nccs1 (configuration not stated)	2	8
COc1ccc(C(=O)N2CCN(C(C)=O)CC2)cc1S(=O)(=O)NCc1ccc(Cl)cc1	21	8
O=C(O)Cn1nc(-c2ccc(F)cc2)oc1=O	2	-3
CN1CCN(C(c2ccc(F)cc2)c2nnnn2Cc2cccs2)CC1 (configuration not stated)	1	-11
O=[N+]([O-])c1ccc2n[nH]nc2c1	3	-10
CCN(CC)c1cc2nonc2c2nonc12	-4	-1
COC(=O)c1ccccc1NC(=O)CN1CCN(C(=O)c2ccco2)CC1	-1	0
CS(=O)(=O)N(CC(=O)NCc1ccco1)c1ccc(Cl)c(C(F)(F)F)c1	-5	-17
Cc1cccc(NC(=O)CSc2nnc(-c3cc(C)n(-c4ccccc4)c3C)o2)c1C	-2	0
Cc1ccc(CSc2nc3c(c(=O)[nH]2)CCC3)cc1	-7	2
Cn1c(=O)c(=O)n(C)c2cc(S(=O)(=O)N3CCC(Cc4ccccc4)CC3)ccc21	-8	-10
OCc1cn(-c2ccccc2)nc1-c1ccco1	-1	-6
CCC(=O)Nc1ccc(NC(=O)c2c(C)nc3ccccn23)cc1	-2	-10
C=CCOC(=O)C1=C(C)Nc2ncnn2C1c1cc(Br)ccc1F (configuration not stated)	-11	0
CN(c1ccccc1C(=O)NCc1ccco1)S(C)(=O)=O	7	1
Cc1nc2sc(C(c3ccc(Cl)cc3)N3CCN(c4ccccc4F)CC3)c(O)n2n1 (configuration not stated)	-3	-3
CCCNC(=O)c1cccc(COCC(F)(F)F)c1	-1	-11
CCOC(=O)c1ccc2ncc(C(=O)OCC)c(NCCCN3CCOCC3)c2c1	5	-1
CCOC(=O)c1sc(C)nc1C1CCN(C(=O)OCC)CC1	0	3
O=C(NCC1(N2CCOCC2)CCCCC1)c1ccc(Cl)c(S(=O)(=O)NCc2ccco2)c1	0	-8
CC#CCCCC(=O)Nc1ccc(C(=O)O)cc1	-13	3
Cc1cccc(-n2nnnc2SCC(=O)c2cc(C)n(Cc3ccco3)c2C)c1	-4	3
COC(=O)CSc1nnc(-c2ccc(OC)cc2OC)o1	-6	5
Cc1ccc(CN2CC(C(=O)Nc3ccc4c(C)cc(=O)oc4c3)CC2=O)cc1 (configuration not stated)	-2	-21
CC(=O)N1CCN(C2=Nc3cccc4cccc2c34)CC1	-2	-8
Cc1[nH]nc(-c2ccc(O)cc2O)c1-c1ccc(Cl)cc1	-19	2
COC(=O)CCSCC(=O)Nc1cc(C)on1	14	11
CN=C1SC(CC(=O)Nc2ccc(C(=O)O)cc2)C(=O)N1C (configuration not stated)	-5	-5
CCC1CCCCN1CCNC(=O)c1[nH]c(C)c(C(C)=O)c1C (configuration not stated)	3	0
Cc1ccc(-c2nnc(NC3CCCCC3)c3ccccc23)cc1S(=O)(=O)N1CCN(C)CC1	3	11
COc1cccc(N(C(=O)Cn2nnc(-c3cccs3)n2)C(C(=O)NC2CCCCC2)c2ccncc2)c1 (configuration not stated)	-24	10
CCOc1ccccc1-n1nnnc1SCC(=O)Nc1cc2oc3ccccc3c2cc1OC	1	3
C=CCSC1=C(C#N)C(c2ccccc2OCC)C(C#N)C(=O)N1 (configuration not stated)	-4	6
Cc1ccc(CNC(=O)CCCOc2cc(=O)n(C)c3ccccc23)o1	-9	0

A draw from above in order of molecular weight, smallest number first:
SMILES	miR122 inh	FN deposit inh
O=C(O)Cn1nc(-c2ccc(F)cc2)oc1=O	2	-3
OCc1cn(-c2ccccc2)nc1-c1ccco1	-1	-6
CC#CCCCC(=O)Nc1ccc(C(=O)O)cc1	-13	3
COC(=O)CCSCC(=O)Nc1cc(C)on1	14	11
Cc1ccc(CSc2nc3c(c(=O)[nH]2)CCC3)cc1	-7	2
CCCNC(=O)c1cccc(COCC(F)(F)F)c1	-1	-11
CC(=O)N1CCN(C2=Nc3cccc4cccc2c34)CC1	-2	-8
COC(=O)CSc1nnc(-c2ccc(OC)cc2OC)o1	-6	5
CCOC(=O)c1c(-c2ccc(OC)cc2)nc2nonc2c1N	0	-7
CCC1CCCCN1CCNC(=O)c1[nH]c(C)c(C(C)=O)c1C (configuration not stated)	3	0
CN=C1SC(CC(=O)Nc2ccc(C(=O)O)cc2)C(=O)N1C (configuration not stated)	-5	-5
CCC(=O)Nc1ccc(NC(=O)c2c(C)nc3ccccn23)cc1	-2	-10
CCOC(=O)c1sc(C)nc1C1CCN(C(=O)OCC)CC1	0	3
O=C(NCCCN1CCCCCC1)C1CC(=O)N(C2CCCC2)C1 (configuration not stated)	-7	-4
CCC(Sc1nc2ccc(N)cc2s1)C(=O)Nc1nccs1 (configuration not stated)	2	8
Cc1ccc(CNC(=O)CCCOc2cc(=O)n(C)c3ccccc23)o1	-9	0
OCCNc1nc(N2CCN(Cc3ccccc3)CC2)nc2ccccc12	3	-3
Cc1ccc(CN2CC(C(=O)Nc3ccc4c(C)cc(=O)oc4c3)CC2=O)cc1 (configuration not stated)	-2	-21
C=CCOC(=O)C1=C(C)Nc2ncnn2C1c1cc(Br)ccc1F (configuration not stated)	-11	0
CS(=O)(=O)N(CC(=O)NCc1ccco1)c1ccc(Cl)c(C(F)(F)F)c1	-5	-17
Cn1c(=O)c(=O)n(C)c2cc(S(=O)(=O)N3CCC(Cc4ccccc4)CC3)ccc21	-8	-10
Cc1cccc(NC(=O)CSc2nnc(-c3cc(C)n(-c4ccccc4)c3C)o2)c1C	-2	0
Cc1nc2sc(C(c3ccc(Cl)cc3)N3CCN(c4ccccc4F)CC3)c(O)n2n1 (configuration not stated)	-3	-3
COc1ccc(C(=O)N2CCN(C(C)=O)CC2)cc1S(=O)(=O)NCc1ccc(Cl)cc1	21	8
CC(=O)Nc1cc(-c2nn(CC(=O)N3CCCCC3)c(=O)c3ccccc23)ccc1N1CCOCC1	0	-2

(listing goes on)
SMILES	miR122 inh	FN deposit inh
CCOC(=O)c1c(C)[nH]c(C)c1C(=O)COC(=O)c1ccc(Cl)c(S(=O)(=O)NCc2ccccc2)c1	32	-6
O=C(CN(Cc1ccccc1)C(=O)c1ccco1)NCc1ccc(F)cc1	-7	7
Cc1ccc(NS(=O)(=O)c2ccc3c(c2)c(=O)n(C)c(=O)n3C)cc1F	16	-1
CCOCCCNC(=O)C(NC(=O)CNC(=O)c1ccccc1)c1ccc(C)cc1 (configuration not stated)	-4	-8
COc1ccc(N(CC(=O)NN=C2CCCC2)S(=O)(=O)c2ccccc2)cc1	4	-4
COc1ccc(OC)c(S(=O)(=O)N2CCC(C(=O)Nc3cc(C)ccc3C)CC2)c1	0	-5
O=C(Cn1nnc(-c2cccs2)n1)N1CCc2ccccc2C1	-3	8
CC1Cc2ccccc2N1S(=O)(=O)c1ccc2c(c1)n(C)c(=O)c(=O)n2C (configuration not stated)	-2	1
CCOc1ccc(OCc2ccc(C(=O)N3CCOCC3)cc2)cc1	12	-1
C=CCc1cccc(CNc2nc3ccccc3n2CC)c1O	8	-4
Nc1cccc(S(=O)(=O)c2cccc(N)c2)c1	5	7
CCN1CCN(Cc2oc(CO)cc(=O)c2O)CC1	-6	8
Cc1cc(NS(=O)(=O)c2ccc(NC(=O)c3oc4ccccc4c3C)cc2)no1	-3	-1
CC#CCN(CC#CC)S(=O)(=O)c1ccc(S(=O)(=O)N2CCOCC2)cc1	3	11
Cc1cc(N2CCCC2)ccc1/C=N/n1cnnc1	-1	12
Cc1ccc(C)c(C(=O)NCCN(C)C)c1	-2	-12
CCc1[nH]nc2c1C(Cc1ccccc1)C(C#N)=C(N)O2 (configuration not stated)	-4	4
O=c1c2cc(N3CCOCC3)ccc2[nH]c(=S)n1Cc1cccc(Cl)c1	56	9
CCS(=O)(=O)N1CCC(C(=O)OCC(=O)c2ccc(Br)cc2)CC1	1	-2
O=C(NC1CCCC1)C(c1cccs1)N(Cc1ccco1)C(=O)c1csnn1 (configuration not stated)	4	-35
COc1ccc(C)cc1NC(=O)C1CC(=O)N(Cc2ccco2)C1 (configuration not stated)	-4	8
COc1ccc2cc(C3(C)NC(=O)NC3=O)ccc2c1 (configuration not stated)	-4	-4
O=C1CSC(c2cccc(F)c2)N1c1ccccc1F (configuration not stated)	-2	5
Cc1cc(C)nc(Nc2n[nH]c(COc3ccc(Cl)cc3)n2)n1	2	11
Clc1cccc2sc(N3CCCCC3)nc12	-11	-10
Cc1cc(S(=O)(=O)N2CCCC2)c(C)s1	1	15
COc1cccc(/C=C/C(=O)c2ccc[nH]2)c1	4	-25
Cc1ccc(C(=O)O)cc1NC(=O)c1cccs1	-7	-13
COCCNC(=O)c1cc2c(=O)n3cccc(C)c3nc2n(Cc2ccncc2)c1=N	9	9
O=C(Nc1cccc(S(=O)(=O)N2CCOCC2)c1)c1cc2c(s1)CCC2	-3	9
CC1CCCC(C)N1C(=O)CSc1nc2ccccc2s1 (configuration not stated)	13	1
CCOc1ccc(-n2cc(C(=O)NCc3ccco3)c3cc(OC)c(OC)cc3c2=O)cc1	-2	13
COc1ccc(Cl)cc1C(=O)NCC(c1ccco1)N1CCCC1 (configuration not stated)	-6	4
FC(F)(F)c1cc(Oc2ccccc2Cl)nc(-c2ccccn2)n1	2	8
O=C(Nc1ccc(N2CCOCC2)cc1N1CCOCC1)c1ccco1	-2	22
O=C(Nc1ccccc1C(F)(F)F)c1cc(-c2ccc(O)cc2)on1	-3	-6
COc1ccccc1NC(=O)CSc1nnc(-c2ccncc2)n1CC1CCCO1 (configuration not stated)	-9	1
Cc1nn2c(-c3ccco3)nnc2c2ccccc12	52	-2
COc1ccc(/C=C2\NC(=S)N(CC3CCCO3)C2=O)c(OC)c1 (configuration not stated)	-6	-4
CNC(=O)NC(=S)NC(=O)c1ccc(OC)cc1	0	13

4 of the entries above in order of the miR122 inh value, high to low.
| canonical_smiles | miR122 inh |
| --- | --- |
| Cc1nn2c(-c3ccco3)nnc2c2ccccc12 | 52 |
| O=C(Nc1ccc(N2CCOCC2)cc1N1CCOCC1)c1ccco1 | -2 |
| COc1ccc(/C=C2\NC(=S)N(CC3CCCO3)C2=O)c(OC)c1 (configuration not stated) | -6 |
| COc1ccccc1NC(=O)CSc1nnc(-c2ccncc2)n1CC1CCCO1 (configuration not stated) | -9 |

More entries
SMILES	miR122 inh	FN deposit inh
CCn1c(CN2CCCCCC2=O)nnc1SCc1cnc(-c2ccccc2)s1	3	7
CC1(C)Oc2ccc(C(=O)NC3CCCC3)cc2N(CC(=O)NC2CCCCC2)C1=O	2	14
Cc1cc(C)c(S(=O)(=O)N(CC(=O)O)CC(=O)O)c(C)c1	-1	-12
CCn1c(-c2ccc(Cl)cc2)n[nH]c1=S	-18	6
Cc1nn2c3c(cnc2c1-c1ccccc1)C(=O)CCC3	0	8
CCC(C)NC(=O)CCNS(=O)(=O)c1ccc(Br)cc1 (configuration not stated)	3	3
Cc1ccc(C(=O)Nc2ccccc2N2CCN(C(=O)C(C)C)CC2)cc1	32	-5
Cc1n[nH]c(=O)n1-c1ccc(Oc2ccccc2)cc1	3	-1
Cc1c(NC2=NC3(CCCCC3)Cc3ccccc32)c(=O)n(C)n1-c1ccccc1	-16	-4
CCn1c(N2CCN(C(=O)NC3CCCCC3)CC2)nc2ccccc21	-15	-8
CCOC(=O)C1=C(C)N(c2ccc(C)cc2)C(=O)/C1=C\c1cccs1	-1	-3
Cn1ccnc1SCC(=O)c1cc2ccccc2o1	-5	1
COc1cccc(/C=N/NC(=O)c2ccc(OCc3cccc(Br)c3)cc2)c1	1	-13
CCOC(=O)COn1c(=O)c(C)[n+]([O-])c2ccccc21	3	11
COC(=O)c1[nH]c2ccccc2c1NC(=O)C(C)N1CCN(C(=O)c2ccco2)CC1 (configuration not stated)	-14	-11
Cn1ncc(C#N)c1/N=C/N1CCCC1	-10	-3
Cc1cccc(Nc2nc(N)nc(CN3CCN(Cc4ccc5c(c4)OCO5)CC3)n2)c1	-18	0
CCCC1CCC(C2=N/C(=C\c3ccc(OC)c(OC)c3)C(=O)O2)CC1 (configuration not stated)	-1	-2
COc1ccc(-n2c(C)cc(C(=O)Cn3nnc4ccccc4c3=O)c2C)cc1	1	-6
CCN(CC)CCCNC(=O)C1CCC(=O)N(c2ccc(OC)cc2)C1c1ccc(F)cc1 (configuration not stated)	-2	-6

High-throughput results: PubChem, Broad Institute
